Source: PubChem BioAssay (several laboratories)
TNAP activation fold = human TNAP enzyme activators, primary screen, biochemical, luminescent, no phosphate acceptor, uHTS (AID 1001). purified TNAP, luminescent activation assay, no phosphate acceptor; higher activation fold means a stronger effect. one-dose activation fold at 20 µM; EC50 in µM for titrated hits. 200,000 tested, 0.03% active; in the data active = activation fold from about 3, or a potency from the dose series; inactive = the rest, 99 in 100 with activation fold below about 1.6; note: many of its hits are not listed in these tables
Siah-1 displacement = Siah-1 peptide-binding antagonists, primary screen, biochemical, fluorescence polarization, rhodamine-plectin, uHTS (AID 1817) | Siah-1 / rhodamine-plectin peptide fluorescence polarization; higher % means a stronger effect | displacement, % at 20 µM, or IC50 in µM where a hit was titrated | 290,000 tested, 0.02% active;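 active = displacement of at least 50% at 20 µM, with a fluorescence ratio check between 0.3 and a set limit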;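 note: plate controls were Siah plus tracer with DMSO for no effect and tracer alone without Siah for full effect; strong numbers were not always called active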
human PMI inhibition = inhibitors of human PMI, primary screen, biochemical, fluorescence intensity, coupled assay (AID 1209) | Mannose-6-phosphate isomerase (Homo sapiens) | purified PMI enzyme, coupled fluorescence intensity; higher % means a stronger effect | inhibition, % at 20 µM; hits with a dose series show IC50 in µM | 190,000 tested, 0.42% active;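 note: plate controls were DMSO vehicle for no effect and wells lacking substrate for full effect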
M1AAP inhibition = P. falciparum M1AAP inhibitors, biochemical, fluorogenic H-Leu-NHMec substrate, 1536-well (AID 1445). 220,000 tested, 0.42% active. Aminopeptidase N (Plasmodium falciparum (isolate 3D7)). inhibition, % at 30 µM, or IC50 in µM where a hit was titrated. recombinant M1AAP, H-Leu-NHMec fluorogenic kinetic assay; higher % means a stronger effect;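 active = primary inhibition above the hit cutoff, then over 50% inhibition at one or more dose response concentrations, cut at about 23% in these data, passing the limit was not always enough; inconclusive = conflicting primary data, or primary hits not chosen for dose response; inactive = low primary inhibition, or under 50% at every dose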;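 note: plate controls were DMSO full reaction for no effect and no enzyme background for full effect; strong numbers were not always called active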
P. falciparum M17LAP = P. falciparum M17LAP inhibitors, primary screen, biochemical, fluorogenic H-Leu-NHMec substrate, 1536-well (AID 1619) | 220,000 tested, 0.38% active | inhibition, % at 30 µM; hits with a dose series show IC50 in µM | recombinant M17LAP, H-Leu-NHMec fluorogenic kinetic assay; higher % means a stronger effect | Leucine aminopeptidase (Plasmodium falciparum (isolate 3D7));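 active = compound inhibiting the enzyme by more than half at any dose during confirmatory dose-response retesting; inconclusive = strong single-dose inhibitors picked by rank but not retested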;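 note: plate controls were full reaction with DMSO carrier for no effect and no enzyme background for full effect; strong numbers were not always called active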
K1F lysis inhibition = inhibition of K1F phage lysis, E. coli UTI89, bacterial capsule biogenesis inhibitors, alamar blue (AID 488966) | inhibition, % at 100 µM, or IC50 in µM where a hit was titrated | E. coli UTI89 K1F phage lysis, alamar blue, 2 h; higher % means a stronger effect | 340,000 tested, 0.02% active;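 active = phage lysis inhibition, versus mean bacterial control, above a set limit; inconclusive = no clear call, values can overlap the other calls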;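 note: capsule biogenesis inhibitors block K1F phage lysis so surviving cells raise fluorescence; higher fluorescence means more inhibition of phage lysis; actives were called in the ten point dose series up to 300 µM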
PMI inhibition = human PMI inhibitors, high substrate, primary screen, biochemical, fluorescence intensity, high mannose 6-phosphate (AID 1220); Mannose-6-phosphate isomerase (Homo sapiens); recombinant PMI enzyme, coupled fluorescence intensity; higher % means a stronger effect; inhibition, % at 20 µM; hits with a dose series show IC50 in µM; 190,000 tested, 0.66% active
Lipid droplet = inhibitors of hepatocyte lipid droplet formation, primary screen, imaging, high-throughput imaging, BODIPY stain | AML12 mouse hepatocytes, oleate lipid droplets | inhibition, % at 6.5 µM | 240,000 tested, 0.4% active | AID 1656, 2009;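 active = lipid droplet intensity inhibited by at least 50%, with more than 500 cells counted; inconclusive = wells with under 300 cells, treated as cytotoxic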
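Assay system: AML12 mouse liver cells | Compound: 6.5 µM single-point dosing | Schedule: Overnight exposure | Technique: Fluorescence imaging, 20x objective, two fields per well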
XIAP displacement = XIAP antagonists, biochemical, IAP family, fluorescence polarization (AID 1018); 200,000 tested, 0.007% active; XIAP BIR domain, fluorescence polarization peptide displacement; higher % means a stronger effect; displacement, % at 20 µM; hits with a dose series show IC50 in µM; E3 ubiquitin-protein ligase XIAP (Homo sapiens); in the data active = displacement above about 50%; note: a part of the inactive calls stands beside numbers as strong as those of hits
Lipid droplet cells 6.5 µM = second read-out of Lipid droplet, no call of its own (marks repeat the call); cell count; measured here: cell count, cytotoxicity flag;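 cells counted across two imaged fields per well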
An asterisk follows results filed as active; i = inactive; ? = inconclusive; / = no result given; [ ] = dose if it differs, or a comment. Cut-off read from the data, not from the text of the source, unless noted: active = inhibition above about 50%; inactive = the rest.

SMILES	TNAP activation fold	Siah-1 displacement	human PMI inhibition	M1AAP inhibition	P. falciparum M17LAP	K1F lysis inhibition	PMI inhibition	Lipid droplet	Lipid droplet cells 6.5 µM	XIAP displacement
CC(=O)N1CCN(CC(=O)Nc2ccc3c(c2)CCC3)CC1	1.1	10%	3%	1%	13%	0.2%	6%	-4	708	-3.4%
COc1ccc(NC(=O)CCNC(=O)Cn2ccc3ccccc3c2=O)c(OC)c1	1.1	4%	5%	2%	-9%	0.3%	5%	0	694	2.3%
Cc1cc2ccccc2n1CCC(=O)O	1.1	3%	-9%	2%	21%	2.9%	3%	21	700	-3.4%
CCn1c(SCC(=O)c2ccc(OC)cc2)nnc1C1CC1	1.2	0%	-8%	9%	21%	0.3%	-2%	/	/	-2.4%
COc1ccc2nc(Cl)c(C3CC(c4ccco4)=NN3C(=O)CCC(=O)O)cc2c1 (stereo not given)	1.1	11%	13%	5%	23%	0.1%	6%	-5	433	-5.1%
O=C(/C=C/Nc1nccs1)C(F)(F)Cl	1	-7%	11%	9%	1%	-0.9%	11%	-9	739	1.3%
Cc1ccccc1NC(=O)CCN1CCc2ccccc2C1	1.1	8%	4%	1%	-16%	0.1%	4%	-9	647	-8.7%
Cc1nn2c(-c3ccccn3)ccnc2c1Br	1.1	9%	-8%	8%	7%	-0.1%	-5%	8	672	-10%
Cc1ccc(-c2nc3ncccc3o2)cc1NC(=O)c1sc2ccccc2c1Cl	1.1	28%	0%	-1%	2%	4.5%	-5%	/	/	0.4%
CC(C)CNC(=S)NNC(=O)c1ccc2c(c1)OCO2	41µM*	-5%	-7%	-2%	-4%	1.4%	-12%	-7	713	-2.3%
COc1ccc(CCN2C(=O)CC(Cc3ccccc3)C2=O)cc1OC (stereo not given)	/	11%	/	1%	-12%	0.1%	/	-1	690	/
Cn1c2ccccc2c2nnc(SCN3C(=O)c4ccccc4C3=O)nc21	1	17%	-7%	/	/	/	-6%	/	/	-0.1%
CC(C)(C)c1ccc(OCC(=O)N2CCN(C=O)CC2)cc1	1.2	4%	8%	6%	4%	0.5%	11%	8	666	-0.4%
Cc1cccc(NC(=O)c2ccccc2C(=O)O)c1	1.1	4%	6%	5%	-1%	2.5%	2%	3	781	0.5%
Fc1ccc(OCCCCCCN2CCCC2)cc1	1.1	3%	7%	3%	11%	0.7%	1%	/	/	0.2%
CCOC(=O)CNC(=O)CSc1nc(C)cc(C)c1C#N	1.1	1%	-11%	1%	2%	4.1%	-10%	/	/	-1.2%
CN(C)C(=O)c1ccc(COc2ccccc2Br)o1	1.1	-3%	15%	-7%	3%	0.4%	13%	-19	712	-6.7%
CCC(C)n1c(=N)c(C#N)cc2c(=O)n3cccc(C)c3nc21 (stereo not given)	1	-1%	2%	2%	-20%	0.1%	2%	42	761	-0.9%
O=C(c1ccccc1)N1CCCCC(Sc2nnnn2-c2ccccc2)C1=O (stereo not given)	1.1	20%	-2%	1%	5%	0.5%[50 µM]	-5%	6	758	-2.7%
OCCN(CCO)c1ccc2ccccc2c1	1.1	-9%	21µM*	6%	-124%	-0.6%	/	-2	768	-2.1%
CC1=C(C)CC(C(=O)N2CCN(Cc3ccc4c(c3)OCO4)CC2)C(C(=O)O)C1 (stereo not given)	1.1	3%	9%	-2%	5%	1.3%	13%	18	672	-5.3%
Cc1cc(NC(=O)CCC(=O)N(C2CC2)C2(C(=O)NC3CCCC3)CCC(C)CC2)no1 (stereo not given)	1	-1%	7%	9%	-2%	4.8%	4%	-3	777	-4.5%
Cc1ccc(CS(=O)(=O)CCC(=O)NCC2CCCO2)cc1 (stereo not given)	1.1	6%	12%	1%	-2%	0.1%	13%	-15	641	0.6%
COc1nc(OC)nc(N2CCC(C(=O)Nc3cccc4ccccc34)CC2)n1	1.2	0%	-2%	3%	-6%	0.4%	0%	/	/	-0.4%
CN(C)CCCOC(=O)c1ccc(Br)cc1	1	3%	2%	3%	-12%	4.4%	-1%	2	671	-2.7%
C=CCNC(=O)C1CCN(c2nc(C)cc(-c3ccccc3)n2)CC1	1.1	-3%	3%	7%	-4%	3.0%	2%	/	/	-4.3%
COCCCNC(=O)c1cc(Sc2ccc(F)cc2)nc2ccccc12	1.1	-1%	0%	6%	5%	0.8%[50 µM]	-11%	-13	554	-2.2%
CSCCOC(=O)c1[nH]c2c(c1C)C(=O)CC(c1ccco1)C2 (stereo not given)	1.1	17%	10%	8%	6%	7.8%	8%	?	/	2.2%
COc1ccc(N(CC(=O)N2CCc3ccccc3C2)S(=O)(=O)c2c(C)[nH]c(=O)[nH]c2=O)cc1	1.2	-3%	4%	5%	15%	-0.6%	3%	/	/	0.6%
O=C(c1ccccc1)c1ccc(Sc2ccc([N+](=O)[O-])cc2)cc1	/	-5%	/	3%	-4%	-0.2%[50 µM]	/	1	627	/
CC(NC(N)=O)C(=O)Nc1ccc(Cl)c(S(=O)(=O)Nc2ccc(Br)cc2)c1 (stereo not given)	0.9	-4%	-13%	6%	14%	0.3%	-1%	0	731	-5.6%
COc1ccc(-c2cc(C(=O)Nc3sc4c(c3C#N)CCCC4)c3ccccc3n2)cc1	1.2	3%	7%	14%	-10%	2.5%[50 µM]	-8%	13	663	-2.6%
Cc1cccc(C)c1NC(=S)N(CCN(C)C)Cc1cccs1	1.1	-2%	-9%	8%	-5%	0.2%	4%	-15	744	-1.0%
O=[N+]([O-])c1ccc(N2CCN(S(=O)(=O)c3ccc(Cl)c(Cl)c3)CC2)cc1NCCN1CCOCC1	0.9	-3%	-6%	4%	6%	-0.7%	-2%	-20	770	-2.4%
CC(=O)NC(Cc1ccc(F)cc1)C(=O)NC1CCN(c2ncccc2[N+](=O)[O-])CC1 (stereo not given)	1.1	2%	-7%	7%	-4%	0.2%	-6%	1	641	-7.4%
COc1cccc2c1CCC(NC(C)=O)C2=O (stereo not given)	1	0%	10%	0%	9%	0.1%	45%	-3	687	-4.9%
O=C(CCn1c(=O)c2ccccc2n(CC(=O)NC2CCCC2)c1=O)NCCc1ccc(Cl)cc1	1	1%	0%	9%	24%	0.2%	-2%	4	774	-6.9%
O=C(c1ccc(C(=O)N2CCCc3ccccc32)s1)N1CCCc2ccccc21	1	2%	-2%	0%	-14%	-0.1%	3%	/	/	-5.2%
NC(=O)c1ccccc1NC(=O)/C=C/C(=O)O	0.9	-1%	-9%	-8%	-50%	0.2%	-12%	-3	766	-8.5%
O=C(Cc1ccc(S(=O)(=O)N2CCCCC2)s1)Nc1cccc2ccccc12	1.1	0%	-5%	-2%	0%	1.4%[50 µM]	14%	5	717	0.1%
O=C(Nc1c(Cl)cccc1Cl)c1cc(=O)n(Cc2ccccc2)c(=O)[nH]1	1.1	2%	2%	-6%	21%	2.8%	3%	-3	659	-6.2%
OCCCNCc1cccc2ccccc12	1.1	-4%	10%	-3%	8%	2.7%	9%	/	/	-7.8%
O=C(O)c1cc(Sc2ccc(Br)cc2)nc2ccccc12	1	0%	-5%	-6%	16%	-0.2%	-6%	-17	672	-8.0%
C(=N\n1cnnc1)/c1ccc2c(c1)OCCO2	1	-2%	7%	-1%	9%	3.5%	8%	-4	705	-4.0%
OCCOCCNc1ncnc2nc[nH]c12	1.1	0%	14%	3%	3%	0.4%	13%	-1	655	-10%

Records listed above marked active in TNAP activation fold:
Structure,TNAP activation fold,Siah-1 displacement,human PMI inhibition,M1AAP inhibition,P. falciparum M17LAP,PMI inhibition,XIAP displacement
CC(C)CNC(=S)NNC(=O)c1ccc2c(c1)OCO2,41µM*,-5%,-7%,-2%,-4%,-12%,-2.3%

The listing continues.
SMILES	TNAP activation fold	Siah-1 displacement	human PMI inhibition	M1AAP inhibition	P. falciparum M17LAP	K1F lysis inhibition	PMI inhibition	Lipid droplet	Lipid droplet cells 6.5 µM	XIAP displacement
Cc1ccccc1-c1ccc(C(=O)NCc2ccccc2)o1	1.1	3%	4%	0%	-13%	-1.4%	-1%	-20	700	-5.8%
Cc1cccc(NS(=O)(=O)c2ccc3c(c2)OCCO3)c1	1.1	-4%	12%	-1%	-6%	0.3%	0%	1	801	-5.8%
Cc1ccc(CNC(=O)c2cccnc2Cl)cc1	1	-6%	4%	3%	-7%	3.9%	1%	-4	707	-17%
O=C(O)/C=C\C(=O)Nc1cccc(NC(=O)c2ccccc2)c1	1.1	14%	-10%	8%	22%	-0.1%	6%	-20	673	-9.2%
CC(C)CC1=NN(C(=O)c2ccco2)C(O)(C(F)(F)F)C1 (stereo not given)	1.1	1%	8%	2%	-1%	-3.5%	8%	11	725	-0.2%
CC(C)c1nc2sc3c(NCc4ccccc4)ncnc3c2c2c1COC(C)(C)C2	1.2	1%	2%	2%	-10%	-0.1%	-1%	2	740	-4.3%
O=C1c2ccccc2S(=O)(=O)N1Cc1cc(=O)n2ccsc2n1	1	-1%	-5%	6%	14%	2.4%	-4%	/	/	-3.6%
O=C1CC(/C=C/c2ccccc2)(C(=O)NC2CCCC2)N1c1ccc(S(=O)(=O)N2CCCC2)cc1 (stereo not given)	1.1	-6%	12%	1%	4%	1.4%[50 µM]	2%	90*	627*	0.6%
CCCC(=O)NCCc1nc2ccccc2n1CC(=O)c1ccccc1	1	-2%	9%	10%	8%	-0.3%	5%	-8	649	-9.8%
Cc1ccc2n(n1)c(=O)c(Cc1ccccc1)c([O-])[n+]2-c1ccccc1	1.1	4%	2%	4%	12%	0.2%	8%	-55	718	0.1%
OCC1(Cc2ccccc2)CCN(C2CCN(c3ccc(F)c(F)c3)CC2)CC1	1	10%	/	2%	2%	0.1%	/	-49	659	0.3%
COc1ccc(/C=C/CN2CCC(CO)(Cc3ccccc3Cl)CC2)cc1	1	-3%	12%	-1%	-13%	1.6%	-1%	-1	627	-9.5%
CCCCc1ccc(S(=O)(=O)Nc2cc(C)on2)cc1	1	-2%	0%	16%	8%	0.5%	2%	2	724	-9.1%
CC(C)Cc1nc2sc3c(SCC(N)=O)ncnc3c2c2c1CCC2	/	-1%	/	2%	2%	i	/	-11	701	/

Rewritten as comma-separated lines: entries from further up.
Compound,TNAP activation fold,Siah-1 displacement,human PMI inhibition,M1AAP inhibition,P. falciparum M17LAP,K1F lysis inhibition,PMI inhibition,Lipid droplet,Lipid droplet cells 6.5 µM,XIAP displacement
Cc1ccc2n(n1)c(=O)c(Cc1ccccc1)c([O-])[n+]2-c1ccccc1,1.1,4%,2%,4%,12%,0.2%,8%,-55,718,0.1%
COc1ccc(/C=C/CN2CCC(CO)(Cc3ccccc3Cl)CC2)cc1,1,-3%,12%,-1%,-13%,1.6%,-1%,-1,627,-9.5%
